PI4K2A block: blocks human PI4K2A kinase activity | activity change, negative = inhibition, % at 76.9 µM | purified PI4K2A, ADP-Glo luminescence, 1 h; active compounds read low | Q9BTU6 | actives 0.13% (n = 420,000); in the data active = activity change below about -50%; inconclusive = mostly about -30% to -49%;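 also: -100% = wells without enzyme as full effect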
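Compounds are screened against recombinant PI4K2A using PI as substrate and ATP, the latter dispensed at 300 microM. Reactions run one hour at ambient temperature before ADP-Glo detection; full inhibition defined by wells lacking enzyme.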
USP1-UAF1 inh: USP1/UAF1 (human) deubiquitinase inhibition; O94782; recombinant USP1/UAF1, Ub-Rhodamine cleavage fluorescence; Potency, µM (doses to about 57.1 µM), for the others: at the highest dose activity change, negative = inhibition, most hits filed as inhibitors; actives 0.23% (n = 390,000); also: potency is read from the fitted curve at half-maximal effect; % is scaled to controls: 0 for no effect and ±100 for the full control effect; nearly all actives have a fitted effect of over 60% in size; inactives centre near -12
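In this screen, compounds sit with the deubiquitinase complex (1nM) for 15 min at room temperature before Ub-Rho is added at 150nM final. Fluorescence rise is then followed for 6 reads every 60 seconds.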
TRHR PAM: TRH receptor (human) allosteric enhancement | TRHR cells, fluo-8 calcium fluorescence, EC20 TRH enhancement | actives 0.66% (n = 360,000) | enhancement, % at 2 µM | P34981; in the data active = enhancement above about 30%; also: 0% is about no effect
Target sequence (P34981 whole entry, looked up): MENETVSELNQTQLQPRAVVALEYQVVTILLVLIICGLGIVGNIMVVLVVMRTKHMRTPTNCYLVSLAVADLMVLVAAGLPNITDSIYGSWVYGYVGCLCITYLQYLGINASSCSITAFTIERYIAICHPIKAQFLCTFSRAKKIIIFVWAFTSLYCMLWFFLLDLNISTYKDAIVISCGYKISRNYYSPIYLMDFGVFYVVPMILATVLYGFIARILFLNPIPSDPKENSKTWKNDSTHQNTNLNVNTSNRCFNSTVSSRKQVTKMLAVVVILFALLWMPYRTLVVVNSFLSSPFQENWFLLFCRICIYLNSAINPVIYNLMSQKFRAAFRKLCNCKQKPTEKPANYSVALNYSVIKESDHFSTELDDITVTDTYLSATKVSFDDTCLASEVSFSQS
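TRHR-expressing cells loaded with fluo-8 calcium dye were read kinetically (ex 480/em 530) during compound addition, then stimulated with an EC20 of TRH (10 nM final). Enhancement of the Gq-mediated intracellular calcium response was scored.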
rTrxR1 inhibitor: inhibitors of rat thioredoxin reductase 1; Potency, µM (doses to about 114 µM), inactives show at the highest dose activity change, negative = inhibition, actives largely listed as inhibitors; AID 588453; O89049; actives 1% (n = 390,000); recombinant rTrxR1, NADPH fluorescence consumption, selenite substrate; also: potency is read from the fitted curve at half-maximal effect; % is scaled to controls: 0 for no effect and ±100 for the full control effect; nearly all actives have a fitted effect of over 65% in size
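Rat TrxR1 (90 nM in the dispensed reagent) was pre-reduced with 400 uM NADPH for 5 min at room temperature, then incubated with compound for 15 min. After 400 uM selenite was added, NADPH fluorescence (Ex 340/Em 450 nm) was followed for 8 min.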
TrxR1 substrate: is turned over as a substrate by rat TrxR1; AID 588456; actives 0.01% (n = 390,000); purified TrxR1 substrate turnover, NADPH consumption readout; O89049; Potency, µM (doses to about 114 µM), for the others: top-dose activity change, negative = substrate turnover; also: potency is read from the fitted curve at half-maximal effect; % is scaled to controls: 0 for no effect and ±100 for the full control effect; nearly all actives have a fitted effect of over 50% in size
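Rat TrxR1, dispensed at 90 nM, was prereduced with 400 uM NADPH (final) for 5 min at ~22 deg C, then incubated with compound 15 min before 400 uM selenite. A first-read NADPH fluorescence drop versus no-compound background flagged substrates.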
D2 ag: agonists of human D2 dopamine receptor; actives 0.53% (n = 340,000); P14416; activation, % at 2 µM; AID 485358; HEK293 T-REx D2 cells, calcium flux agonist mode;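 active = activation over 3 SD above normal in the single-dose calcium agonist read, cut at about 30% in these data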; also: 0% is about no effect
Target sequence (P14416 whole entry, looked up): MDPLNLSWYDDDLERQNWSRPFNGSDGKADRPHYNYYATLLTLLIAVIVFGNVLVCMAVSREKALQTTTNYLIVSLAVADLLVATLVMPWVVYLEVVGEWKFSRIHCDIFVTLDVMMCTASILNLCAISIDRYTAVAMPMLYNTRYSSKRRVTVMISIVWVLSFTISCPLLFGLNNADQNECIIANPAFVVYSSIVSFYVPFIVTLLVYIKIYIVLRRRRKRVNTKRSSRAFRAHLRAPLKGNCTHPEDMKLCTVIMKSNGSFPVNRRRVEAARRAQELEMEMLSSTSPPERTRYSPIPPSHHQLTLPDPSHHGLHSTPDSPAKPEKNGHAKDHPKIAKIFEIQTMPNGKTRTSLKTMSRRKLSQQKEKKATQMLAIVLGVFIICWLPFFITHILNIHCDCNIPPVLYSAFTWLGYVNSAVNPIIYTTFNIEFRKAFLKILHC
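Agonism is scored from calcium flux in a force-coupled, inducible HEK293 cell line expressing D2, read kinetically for 180 s after compound addition against dopamine controls.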
mIDH1 inhibitor: human IDH1 R132H inhibition; O75874; IDH1-R132H enzyme, NADPH consumption, diaphorase/resazurin fluorescence; Potency, µM (highest dose often 76.6 µM), for the others: at the top dose activity change, negative = inhibition, most hits filed as inhibitors; actives 0.093% (n = 390,000); AID 602179; also: potency is read from the fitted curve at half-maximal effect; % is scaled to controls: 0 for no effect and ±100 for the full control effect; nearly all actives have a fitted effect of over 65% in size
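IDH1-R132H (0.5 ug/mL dispensed) in pH 7.5 Tris buffer was preincubated 30 min with compound, then given a substrate mix of 0.016 mM NADPH and 2 mM alpha-KG for 80 min at room temperature; remaining NADPH was read by diaphorase/resazurin fluorescence.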
D2 antagonist: D2 dopamine receptor (human) antagonism; P14416; actives 2% (n = 340,000); inhibition, % at 10 µM; HEK293 TREx D2 cells, calcium flux, dopamine EC80; in the data active = inhibition above about 30%; also: 0% is about no effect
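HEK293 T-REx D2 cells, tet-induced, calcium dye no-wash. Cpd pintool add, 180 s kinetic, then EC80 DA, 180 s kinetic. Ca flux read.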
TRHR ag: agonists of human TRH receptor | P34981 | TRHR cells, calcium flux fluo-8, FDSS agonist mode | activation, % at 2 µM | actives 0.18% (n = 360,000) | AID 493084; in the data active = activation above about 30%; also: 0% is about no effect
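Fluo-8-loaded TRHR cells; 10 s baseline, compound added, kinetic Ca2+ fluorescence read 1/s, agonist mode.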
The depositor's hits bear a star; ? = inconclusive; . = not tested or not shown; & = joins results of further samples; [ ] = another dose, or the depositor's remark. Unless noted, calls follow the shape of the dose curve; as a rule, active = well fitted inhibition curve with a large enough effect; inconclusive = small, poorly fitted or top-dose-only effect; inactive = no such curve, though single readings can be large or run the other way. Some of the compounds tested; the hit share may differ from the screen's.

The line under a structure holds: PI4K2A block	USP1-UAF1 inh	TRHR PAM	rTrxR1 inhibitor	TrxR1 substrate	D2 ag	mIDH1 inhibitor	D2 antagonist	TRHR ag
> O=C(Nc1cccc(Cl)c1)N1C[C@H]2C[C@@H](C1)c1cccc(=O)n1C2
 : -3	-23%	-11	0%	4%	-0.4	3%	10	-0.1
> O=C(CN1CC(c2ccccc2)CC1=O)Nc1ccccc1 (stereo unspecified)
 : -2	3%	1	-1%[57.1 µM]	6%[57.1 µM]	0.6	-16%	11	0.4
> CCN1CCN(S(=O)(=O)c2cnc(Cl)c(Br)c2)CC1
 : 2	-2%	-1	?	-5%	-0.5	-9%	4	0.0
> C=CCN1CC[C@]23c4c5ccc(O)c4OC2C(O)CC[C@@]3(O)[C@H]1C5 (stereo partly specified)
 : -6	-23%	.	14%	9%	.	7%	.	.
> c1ccc(CCNCc2cccnc2)cc1
 : -3	-20%	-6	7%	2%	-0.4	-1%	14	-0.2
> COc1ccc(C(=O)Nc2nnc(S(=O)(=O)N(CC(C)C)c3ccc(C)cc3)s2)cc1OC
 : 1	-11%	-2	79%[activator]	85%[activator]	-0.7	-4%	.	0.4
> Cc1ccccc1NC(=S)NC(NC(=O)CF)C(Cl)(Cl)Cl (stereo unspecified)
 : -23	-5%	-6	-2%[57.1 µM]	8%[57.1 µM]	-0.9	5%	-5	-0.3
> CC1CCCN(CC(=O)c2ccc(Cl)c(Cl)c2)C1 (stereo unspecified)
 : 3	-22%	3	12%	3%	1.1	-3%	12	-0.2
> C/C(=N\Nc1ccccc1)c1c(O)n(Cc2ccccc2)c(=O)[nH]c1=O
 : -6	-6%	-1	-11%	-12%	-1.0	-3%	-10	-0.6
> CCC(C)n1c(O)c(/C=N/Nc2nc3c(c(=O)n(C)c(=O)n3C)n2C)c(=O)[nH]c1=S (stereo unspecified)
 : -4	-27%	-3	12%[11.4 µM]	3%[11.4 µM]	0.8	6%	-7	1.1
> COc1ccc(-c2nc(CN3C(=O)CN=C(c4ccccc4)c4ccccc43)c(C)o2)cc1
 : -6	-4%	3	23%	19%	.	13%	.	0.3
> Cc1nn(-c2ccccc2)c2c1CC1(C(=O)N(C)C(=O)N(C)C1=O)C1CCCCN21 (stereo unspecified)
 : 3	-10%	-1	8%	4%	0.3	-1%	4	1.0
> O=C(Nc1ccc(Cl)cc1C(=O)c1ccccc1)c1ccccc1Br
 : 12	1%	-2	2%	1%	-0.9	-5%	.	0.8
> CCc1ccc(N2C(=O)NC(=O)C(CCc3ccncc3)(CCc3ccncc3)C2=O)cc1
 : -1	-7%	1	-15%	-14%	2.0	0%	3	0.5
> COc1ccc(OC)c(N2C(=O)NC(=O)C(CCc3ccncc3)(CCc3ccncc3)C2=O)c1
 : -3	-10%	4	5%	-5%	.	-3%	.	0.5
> COc1ccc(Cn2c(N)c(C(=O)NCc3ccco3)c3nc4ccccc4nc32)cc1OC
 : 4	?	-2	-10%[57.1 µM]	20%[57.1 µM]	1.8	0%	1	0.6
> Nc1ccccc1C(=O)OC1CSC1
 : 0	9%	1	5%	57%[activator]	0.7	-1%	15	0.7
> Cc1c2cnn(CC(=O)N3CCC4(CC3)OCCO4)c(=O)c2c(C)n1Cc1cccc(Cl)c1
 : 1	-12%	16	-10%	-6%	0.3	-2%	2	0.1
> CN(C)Cc1ccccc1OC(=O)N(C)C
 : -6	-14%	0	18%[57.1 µM]	9%[57.1 µM]	0.7	2%	1	1.5
> C#CC1(O)CCC2C3CCC4=C/C(=N/OCC(=O)NCC(=O)NC(C(=O)O)C(C)C)CC[C@]4(C)C3CC[C@@]21C (stereo partly specified)
 : -1	-10%	-12	40%	9%	0.6	6%	60*	-0.5
> COC(=O)C1=C(c2cc3ccccc3o2)C[C@@H]2CC[C@H]1N2C(=O)NCc1cccc2ccccc12
 : -1	-30%	.	17%[57.1 µM]	-3%	.	-11%	.	.
> CN1CC(C(=O)c2ccc([N+](=O)[O-])cc2)C(c2ccc(Cl)cc2)C1 (stereo unspecified)
 : 3	-10%	10	-5%[57.1 µM]	1%[57.1 µM]	0.5	-5%	-1	0.8
> O=C(Nc1ccon1)c1cccn(Cc2ccccc2)c1=O
 : -2	-20%	14	3%[57.1 µM]	2%[57.1 µM]	0.6	-8%	.	0.3
> Cc1cccc(Oc2nc3c(C)cccn3c(=O)c2/C=C(\C#N)c2nc3ccccc3s2)c1
 : -6	-5%	9	49%[activator]	16%	0.8	-9%	.	0.5
> [O-]c1ccccc1-[n+]1c(-c2ccccc2)cc(-c2ccccc2)cc1-c1ccccc1
 : -4	-15%	2	-8%	-3%	-0.5	2%[38.3 µM]	9	-0.4
> CSc1ccc(Cl)c(C(=O)OCC(=O)N2CCN(C(=O)c3ccco3)CC2)c1
 : -10	-22%	10	?	10%	-0.3	8%	7	0.3
> C=CCN1C(=O)/C(=C/c2ccc(N3CCOCC3)o2)C(=O)NC1=S
 : -1	?	-4	?	-11%	-0.7	4%	12	-0.9
> NNC(=O)CN1C(=O)CN=C(c2ccccc2)c2cc(Br)ccc21
 : -2	0%	-5	-5%[57.1 µM]	-1%[57.1 µM]	2.3	1%	-9	0.3
> COc1cc(CN2CC3CC(C2)c2cccc(=O)n2C3)cc(OC)c1OC (stereo unspecified)
 : -5	4%	-6	-44%[57.1 µM]	6%[11.4 µM]	0.2	-1%	27	0.8
> O=C([O-])c1ccc(-[n+]2c(-c3ccccc3)cc(-c3ccccc3)cc2-c2ccccc2)cc1
 : -2	-14%	3	-23%	-7%	0.3	-14%	-11	-0.1

In the list so far, 2 contain an NH in an aromatic ring.
The line under a structure holds: PI4K2A block	USP1-UAF1 inh	TRHR PAM	rTrxR1 inhibitor	TrxR1 substrate	D2 ag	mIDH1 inhibitor	D2 antagonist	TRHR ag
> C/C(=N\Nc1ccccc1)c1c(O)n(Cc2ccccc2)c(=O)[nH]c1=O
 : -6	-6%	-1	-11%	-12%	-1.0	-3%	-10	-0.6
> CCC(C)n1c(O)c(/C=N/Nc2nc3c(c(=O)n(C)c(=O)n3C)n2C)c(=O)[nH]c1=S (stereo unspecified)
 : -4	-27%	-3	12%[11.4 µM]	3%[11.4 µM]	0.8	6%	-7	1.1

The list continues.
The line under a structure holds: PI4K2A block	USP1-UAF1 inh	TRHR PAM	rTrxR1 inhibitor	TrxR1 substrate	D2 ag	mIDH1 inhibitor	D2 antagonist	TRHR ag
> COc1ccc(-n2c(O)c(C(C)=NCCN3CCNCC3)c(=O)[nH]c2=O)cc1
 : 1	-4%	1	-24%	-1%	0.7	7%	-4	0.2
> CC(=NCC1CCCO1)c1c(O)n(-c2ccccc2C)c(=O)[nH]c1=O (stereo unspecified)
 : -6	-11%	1	19%	4%	0.5	9%	-14	0.0
> CCc1ccc(CN2CCCC(C(=O)c3sccc3C)C2)o1 (stereo unspecified)
 : 1	-22%	-5	19%	4%	-0.7	4%	23	0.6
> CC(C)CNC(=O)c1c(N)n(Cc2ccco2)c2nc3ccccc3nc12
 : -16	-21%	-2	-26%[57.1 µM]	49%[activator][57.1 µM]	0.7	-18%	-6	5.3
> CCN(CC)C(=O)c1ccc(NC(=O)CCn2nc(-c3ccc(Cl)cc3)c3ccccc3c2=O)cc1
 : 0	-3%	-3	24%	0%	-1.3	12%	.	-0.7
> O=C(COc1ccccc1)c1cn(Cc2ccccc2)c2ccccc12
 : 2	-24%	7	-11%	-9%	1.2	5%	-3	3.5
> COc1cc(O)c(C(=O)O)c(-c2cc(O)c(O)cc2C)c1
 : -8	-20%	1	0.79µM*	0%[57.1 µM]	-1.4	-4%	-10	-0.6
> OC(c1ccccc1)(c1ccccc1)C1CCNCC1
 : 5&2	-13%	1	11%	1%	-0.6	0%	20	1.3
> C=CCn1c(O)c(/C(C)=N/N2CCCCC2)c(=O)[nH]c1=O
 : -4	1%	7	3%[57.1 µM]	-2%[57.1 µM]	-1.2	-4%	-8	-0.5
> CN1Cc2c(c(C#N)c(N)n(C)c2=S)CC1(C)C
 : -12	28µM*	2	?	52%[activator]	2.7	0%	14	2.3
> COc1ccc(-c2nc3ccccc3c(=O)n2-c2cccnc2)cc1
 : 6	-10%	20	0%[57.1 µM]	-2%[57.1 µM]	0.3	0%	-4	-0.1
> CC1=C(C)CC2(CC1)C(=O)NC(=O)NC2=O
 : 6	-17%	.	-2%[11.4 µM]	-1%[11.4 µM]	.	0%	.	.
> COC(=O)C1=C(c2ccc(OC(F)(F)F)cc2)C[C@@H]2CC[C@H]1N2C(=O)NCc1ccc(F)cc1
 : -5	?	3	-10%	-13%	0.2	1%[38.3 µM]	-7	-0.1
> O=C(Cc1ccccc1)N1CCN(Cc2ccc([N+](=O)[O-])cc2)CC1
 : -4	-4%	8	-4%	-1%	-0.4	23%	1	0.2
> CC(=Nc1ccc(F)cc1)c1c(O)n(C)c(=O)[nH]c1=O
 : -1	-5%	6	-16%	-16%	-0.4	0%	-4	0.3
> COC(=O)C1=C(c2ccc3ccccc3c2)C[C@@H]2CC[C@H]1N2C(=O)N1CCC(C)CC1
 : 4	-18%	-5	6%[57.1 µM]	-1%	-0.4	9%	7	0.2
> C#CCN(C)C(C)Cc1ccccc1 (stereo unspecified)
 : -1	8%	-3	32%&0%	6%	.	13%	.	-0.1
> O=c1c2ccccc2nc(-c2ccco2)n1-c1ccncc1
 : -2	-20%	-10	1%[57.1 µM]	-7%	1.0	-2%	27	0.6
> O=C(C1CCCO1)N1CCC2(CC1)OCCO2 (stereo unspecified)
 : 11	-3%	2	16%	7%	.	-6%	.	0.1

Assay outcomes deposited in PubChem by National Center for Advancing Translational Sciences (NCATS).
